HSP90 refold inh = blocks HSP90-mediated luciferase refolding in reticulocyte lysate; Rabbit reticulocyte lysate, luciferase refolding luminescence, 3 h; inhibition, % at 5.6 µM; 0.91% of 290,000 active;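 active = inhibition above the screen-wide mean plus 3 SD, computed separately per campaign, cut at about 16% in these data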;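 also: 0% = DMSO wells and 100% = 60 µM geldanamycin wells; inhibitors lower the luminescence because luciferase stays unfolded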
IEC-6 tox = counter-screen for KLF5 inhibitors: cytotoxicity in IEC-6 cells; 0.78% of 290,000 active; AID 1825; IEC-6 cytotoxicity, luminescence viability; inhibition, % at 5 µM; in the data active = inhibition above about 22%;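 also: 0% = plate median of test compound wells and 100% = cytotoxic reference compound wells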
HIF activator = HIF pathway transcriptional activation; U2OS HRE-luciferase reporter, luminescence; normalized: DMSO 0%, desferrioxamine 100%; activation, % at 7.5 µM (by protocol); 0.32% of 300,000 active; AID 1910;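 active = mean activation of at least 10% of the iron chelator positive control signal, with at least half of replicates also reaching 10%; inconclusive = mean and replicate majority disagree about reaching 10%; inactive = mean and most replicates under 10%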
HSF1 inhib = HSF1 inhibition. NIH3T3-HGL HSE-luciferase, MG132-induced, luminescence 8 h; stronger effect = lower value. 0.77% of 300,000 active. activity change, negative = inhibition, % at 7.5 µM (by protocol);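 active = more than half of replicate wells show activity change below -50%, luminescence cut by over half; inconclusive = some wells, but at most half, below -50%; inactive = no replicate well below -50%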;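 also: luciferase reports HSF-1 transcriptional activity via heat shock element; 0% = median of DMSO wells and -100% = zero luminescence signal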
HSF-1 act = increases HSF-1 driven luciferase reporter signal | NIH3T3-HGL HSF-1 luciferase reporter, MG132, 8 h; 100% = twice DMSO control signal | activation, % at 9 µM | 1.7% of 300,000 active;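 active = mean replicate activation of at least 50% with a set share of replicates each reaching 50%; inconclusive = only one of those two conditions met; inactive = mean below 50% and too few replicates reaching it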;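 also: 0% = median of the neutral control wells and 100% = twice that signal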
HDAC3 inh = human HDAC3 inhibition; O15379; recombinant HDAC3, fluorogenic peptide/trypsin coupled, fluorescence; inhibition, % at 8.3 µM; 0.15% of 320,000 active; in the data active = inhibition above about 26%, passing the limit was not always enough; inconclusive = no clear call, values can overlap the other calls
Target sequence (O15379 whole entry, looked up): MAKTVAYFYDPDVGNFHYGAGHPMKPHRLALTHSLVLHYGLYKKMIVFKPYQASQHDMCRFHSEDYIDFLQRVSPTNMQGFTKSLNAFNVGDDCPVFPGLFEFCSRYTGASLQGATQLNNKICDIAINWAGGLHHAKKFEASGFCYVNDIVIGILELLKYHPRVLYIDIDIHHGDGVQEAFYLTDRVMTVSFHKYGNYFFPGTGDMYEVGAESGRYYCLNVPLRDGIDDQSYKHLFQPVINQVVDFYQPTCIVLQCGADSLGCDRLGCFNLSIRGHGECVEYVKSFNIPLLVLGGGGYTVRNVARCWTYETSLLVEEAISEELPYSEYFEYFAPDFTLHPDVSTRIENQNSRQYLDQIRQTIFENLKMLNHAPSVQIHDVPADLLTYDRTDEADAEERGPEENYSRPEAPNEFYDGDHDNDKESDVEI
aSyn 5UTR inh = 5' untranslated region of α-synuclein, MLPCN primary screen. inhibition, % (tested at 7.5 µM). 0.82% of 300,000 active. alpha-synuclein 5'UTR reporter, inhibitor activity; in the data active = inhibition above about 60%; inconclusive = no clear call, values can overlap the other calls;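 also: H4 neuroglioblastoma cells stably carrying SNCA 5'UTR luciferase fusion; 0% = DMSO wells and 100% = positive control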
AI-2 QS modul = modulators of Vibrio harveyi AI-2 quorum sensing system; activity change, % at 7.5 µM; Vibrio harveyi JMH597 AI-2 luminescence/OD600 ratio, 9 h; stronger effect = lower value; strain lacks LuxN and CqsS sensors; 0 = neutral-control median; AID 2094; 0.4% of 300,000 active; in the data active = activity change below about -75%, passing the limit was not always enough; inconclusive = no clear call, values can overlap the other calls;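 also: luminescence divided by OD600 gain over 9 h not by final OD600 alone; inactives centre near 13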
KLF5 inh = suppresses KLF5 promoter-driven expression; DLD-1 KLF5 promoter-luciferase reporter, luminescence; inhibition, % at 5 µM; 0.23% of 290,000 active;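 active = inhibition above a per-plate limit of that plate's mean compound inhibition plus 3 SD, cut at about 60% in these data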;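 also: 0% = DMSO wells and 100% = LY294002 at 200 µM; higher means less KLF5 promoter-driven luciferase light; inactives centre near -14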
Platelet DG rel = platelet dense granule release activity; human platelet-rich plasma, SFLLRN dense granule ATP release, luminescence; inhibition, %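 (compounds screened at 7.5 µM in platelet-rich plasma)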; 0.22% of 300,000 active; AID 1663;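 active = mean replicate score, as percent of positive control, at or above 50; inconclusive = mean below 50 but at least one replicate at or above 50; inactive = mean and every replicate below 50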
Numbers without * were called inactive. This is a random part of the collection; about 5% have a hit in one of these screens.

What do the screens show for `O=C1N(Cc2ccc3c(c2)OCO3)c2ccccc2C1(O)c1c[nH]c2ccccc12` (stereo unspecified)?
HSP90 refold inh: 3; IEC-6 tox: 2; HIF activator: -0.5; HSF1 inhib: -10; HSF-1 act: 13; HDAC3 inh: -4; aSyn 5UTR inh: -8; AI-2 QS modul: 16; KLF5 inh: 3; Platelet DG rel: 0

Results for OCCN1CCN(CC/C=C2/c3ccccc3CSc3ccccc32)CC1 ?
HIF activator: -0.3; HSF1 inhib: 3; HSF-1 act: 3; HDAC3 inh: 5; aSyn 5UTR inh: 103*; AI-2 QS modul: 15; Platelet DG rel: 2

Results for COc1ccc(C2c3cc(OC)c(OC)cc3CCN2C(=O)c2ccccc2)cc1OC (stereo unspecified) ?
HSP90 refold inh: 3; IEC-6 tox: -2; HIF activator: -1.6; HSF1 inhib: -2; HSF-1 act: -6; HDAC3 inh: -4; aSyn 5UTR inh: 3; AI-2 QS modul: 9; KLF5 inh: -13; Platelet DG rel: 16

What do the screens show for `CNC(=O)c1cccc(NC(=O)C(C)c2ccc3cc(OC)ccc3c2)c1` (stereo unspecified)?
HSP90 refold inh: -1; IEC-6 tox: -3; HIF activator: -34; HSF1 inhib: 8; HSF-1 act: 45; HDAC3 inh: -1; aSyn 5UTR inh: 8; AI-2 QS modul: 29; KLF5 inh: -2; Platelet DG rel: -6

What do the screens show for `Cc1ccc(C(=O)N2CCN(Cc3ccc4c(c3)OCO4)CC2)cc1S(=O)(=O)N1CCOCC1`?
HSP90 refold inh: 0; IEC-6 tox: -4; HIF activator: -0.6; HSF1 inhib: -1; HSF-1 act: -11; HDAC3 inh: -6; aSyn 5UTR inh: 11; AI-2 QS modul: -12; KLF5 inh: -38; Platelet DG rel: -5

Results for CCOC(=O)C1CCN(C(c2ccccn2)c2c(C)[nH]c3ccccc23)CC1 (stereo unspecified) ?
HSP90 refold inh: 5; IEC-6 tox: 6; HIF activator: -0.3; HSF1 inhib: -1; HSF-1 act: 1; HDAC3 inh: 10; aSyn 5UTR inh: 9; AI-2 QS modul: 12; KLF5 inh: -13; Platelet DG rel: inconclusive

Results for COc1ccc(/C=C/C(=O)c2ccccc2)c(OC)c1 ?
HSP90 refold inh: -1; IEC-6 tox: 0; HIF activator: 1.2; HSF1 inhib: 31; HSF-1 act: 72*; HDAC3 inh: 5; aSyn 5UTR inh: -207; AI-2 QS modul: 25; KLF5 inh: -144; Platelet DG rel: 1

Results for CCSc1nnc(N2C(=O)c3ccc(C(=O)c4ccc(C(=O)O)cc4)cc3C2=O)s1 ?
HSP90 refold inh: -3; IEC-6 tox: -5; HIF activator: -1.8; HSF1 inhib: 4; HSF-1 act: 2; HDAC3 inh: -8; aSyn 5UTR inh: -2; AI-2 QS modul: 5; KLF5 inh: -25; Platelet DG rel: -2

What do the screens show for `CCC(C)C(NC(=O)c1ccccc1NC(=O)c1ccco1)C(=O)NNC(=O)c1ccc(OC)cc1` (stereo unspecified)?
HSP90 refold inh: -7; IEC-6 tox: 0; HIF activator: 0.0; HSF1 inhib: 11; HSF-1 act: 14; HDAC3 inh: -5; aSyn 5UTR inh: -10; AI-2 QS modul: 10; KLF5 inh: 23; Platelet DG rel: 2

What do the screens show for `O=C(O)c1cc(S(=O)(=O)Nc2ccccc2C(=O)O)ccc1O`?
HSP90 refold inh: 4; IEC-6 tox: 2; HIF activator: -0.5; HSF1 inhib: -1; HSF-1 act: 0; HDAC3 inh: -14; aSyn 5UTR inh: 18; AI-2 QS modul: 20; KLF5 inh: -7; Platelet DG rel: 5

How did COc1cccc(/C=C/C(=O)OCC(=O)c2cc(C)n(CC3CCCO3)c2C)c1OC (stereo unspecified) do in these assays?
HSP90 refold inh: -1; IEC-6 tox: 4; HIF activator: 0.0; HSF1 inhib: 4; HSF-1 act: 17; HDAC3 inh: 3; aSyn 5UTR inh: -5; AI-2 QS modul: 22; KLF5 inh: 3; Platelet DG rel: -1

What do the screens show for `CCN(CC)CCN(C(=O)Cn1nnc(-c2ccc(OC)c(OC)c2)n1)C(C(=O)NC1CCCC1)c1ccc(F)cc1` (stereo unspecified)?
HSP90 refold inh: 1; IEC-6 tox: 4; HIF activator: 0.0; HDAC3 inh: 0; aSyn 5UTR inh: -5; AI-2 QS modul: 5; KLF5 inh: -20; Platelet DG rel: -4

Results for CC(=O)c1cccc(N(C(=O)CNC(=O)c2ccco2)C(C(=O)NC2CCCC2)c2ccncc2)c1 (stereo unspecified) ?
HSP90 refold inh: 0; IEC-6 tox: 7; HIF activator: 0.0; HSF1 inhib: 2; HSF-1 act: -1; HDAC3 inh: 4; aSyn 5UTR inh: -1; AI-2 QS modul: 17; KLF5 inh: -22; Platelet DG rel: -3

What do the screens show for `C/C(=N\Nc1cccc(C(F)(F)F)c1)c1ccc(O)cc1`?
HSP90 refold inh: -1; IEC-6 tox: 2; HIF activator: 2.0; HSF1 inhib: -1; HSF-1 act: 3; HDAC3 inh: -3; aSyn 5UTR inh: -76; KLF5 inh: -26; Platelet DG rel: 1

How did COc1ccc(S(=O)(=O)N2CCCC2C(=O)Nc2nnc(-c3cccnc3)s2)cc1 (stereo unspecified) do in these assays?
HSP90 refold inh: 1; IEC-6 tox: 5; HIF activator: -0.1; HSF1 inhib: -5; HSF-1 act: -21; HDAC3 inh: 6; aSyn 5UTR inh: 37; AI-2 QS modul: 32; KLF5 inh: -23; Platelet DG rel: 12

How did Cn1c(=O)c2ccccc2n(Cc2ccccc2Cl)c1=O do in these assays?
HSP90 refold inh: 28*; IEC-6 tox: 0; HIF activator: 0.6; HSF1 inhib: -46; HSF-1 act: -58; HDAC3 inh: -1; aSyn 5UTR inh: 35; KLF5 inh: -61; Platelet DG rel: 3

Results for O=C(c1ccc(Cl)c([N+](=O)[O-])c1)N(c1ccccn1)c1ccccn1 ?
HSP90 refold inh: -1; IEC-6 tox: -7; HIF activator: -0.4; HSF1 inhib: -7; HSF-1 act: -5; HDAC3 inh: -1; aSyn 5UTR inh: -98; AI-2 QS modul: 28; KLF5 inh: 15; Platelet DG rel: 21

How did Cc1nc2ccc([N+](=O)[O-])cc2nc1C do in these assays?
HSP90 refold inh: 4; IEC-6 tox: 14; HIF activator: 0.0; HSF1 inhib: -4; HSF-1 act: 9; HDAC3 inh: 9; aSyn 5UTR inh: -33; AI-2 QS modul: -13; KLF5 inh: -14; Platelet DG rel: 10

Results for CCCC(=O)Nc1ccccc1NC(=O)C1CCCCC1 ?
HSP90 refold inh: -4; IEC-6 tox: -7; HIF activator: 0.3; HSF1 inhib: -4; HSF-1 act: 19; HDAC3 inh: -5; aSyn 5UTR inh: 16; AI-2 QS modul: 11; KLF5 inh: -29; Platelet DG rel: 7

How did CC(NC(=O)c1cc(Br)cs1)C1CCCO1 (stereo unspecified) do in these assays?
HSP90 refold inh: -2; IEC-6 tox: -3; HIF activator: 1.9; HSF1 inhib: -9; HSF-1 act: 0; HDAC3 inh: 4; aSyn 5UTR inh: 3; AI-2 QS modul: 15; KLF5 inh: 6; Platelet DG rel: -5

What do the screens show for `COc1cccc(-c2nn(-c3ccccc3)cc2C(=O)O)c1`?
HSP90 refold inh: 2; IEC-6 tox: 3; HIF activator: 0.2; HSF1 inhib: -3; HSF-1 act: -12; HDAC3 inh: -7; aSyn 5UTR inh: 14; AI-2 QS modul: 32; KLF5 inh: -17; Platelet DG rel: 62*

Results for N/C(Cc1ccc([N+](=O)[O-])cc1)=N\OC(=O)c1cccc(Br)c1 ?
HSP90 refold inh: 1; IEC-6 tox: -3; HIF activator: 0.1; HSF1 inhib: 1; HSF-1 act: -2; HDAC3 inh: 9; aSyn 5UTR inh: -10; AI-2 QS modul: -15; KLF5 inh: -3; Platelet DG rel: -10

Results for CCC1NC(=S)NC(C)=C1C(=O)c1ccccc1 (stereo unspecified) ?
HSP90 refold inh: 1; IEC-6 tox: 1; HIF activator: -0.4; HSF1 inhib: -2; HSF-1 act: -1; HDAC3 inh: -2; aSyn 5UTR inh: 14; AI-2 QS modul: 8; KLF5 inh: -22; Platelet DG rel: -8

What do the screens show for `CCCC(=O)Nc1c(-c2ccccc2OC)c(=O)c2ccccc2n1C`?
HSP90 refold inh: 1; IEC-6 tox: 2; HDAC3 inh: -6; AI-2 QS modul: -8; KLF5 inh: -10

What do the screens show for `COc1ccc(S(=O)(=O)N2CCC(C(=O)c3ccc4c(c3)OCCO4)CC2)cc1`?
HSP90 refold inh: -2; IEC-6 tox: 6; HDAC3 inh: -3; AI-2 QS modul: 12; KLF5 inh: -7; Platelet DG rel: -7

How did COc1ccc(OC)c(NC(=O)COc2ccc(S(=O)(=O)NC(C)C)cc2)c1 do in these assays?
HSP90 refold inh: 0; IEC-6 tox: 1; HIF activator: -0.2; HSF1 inhib: -5; HSF-1 act: -12; HDAC3 inh: -9; aSyn 5UTR inh: 13; AI-2 QS modul: -6; KLF5 inh: -26; Platelet DG rel: 4

What do the screens show for `Cc1cc(/C=C2/SC(=O)N(CC(=O)N3CCOCC3)C2=O)c(C)n1-c1ccccc1F`?
HSP90 refold inh: 1; IEC-6 tox: 4; HIF activator: 1.3; HSF1 inhib: 13; HSF-1 act: 37; HDAC3 inh: 0; aSyn 5UTR inh: -143; AI-2 QS modul: 24; KLF5 inh: -5; Platelet DG rel: -13

Results for COc1ccc(S(=O)(=O)NC(C)C(=O)Nc2ccccc2C(F)(F)F)cc1 (stereo unspecified) ?
HSP90 refold inh: 0; IEC-6 tox: 2; HIF activator: 0.0; HSF1 inhib: 0; HSF-1 act: -3; HDAC3 inh: 0; aSyn 5UTR inh: 0; AI-2 QS modul: 15; KLF5 inh: -2; Platelet DG rel: -3

What do the screens show for `CCc1c(C(=O)NC2CCCc3ccccc32)[nH]c(C)c1C(C)=O` (stereo unspecified)?
HSP90 refold inh: -2; IEC-6 tox: 47*; HIF activator: 0.5; HSF1 inhib: 13; HSF-1 act: 13; HDAC3 inh: 1; aSyn 5UTR inh: 64*; AI-2 QS modul: 37; KLF5 inh: 25; Platelet DG rel: 4

Results for COCCNC(=O)C(c1ccc(Cl)cc1)N(CCOC)C(=O)CCC(=O)Nc1nccs1 (stereo unspecified) ?
HSP90 refold inh: -3; IEC-6 tox: -2; HIF activator: 0.5; HSF1 inhib: -2; HSF-1 act: 21; HDAC3 inh: 1; aSyn 5UTR inh: 16; AI-2 QS modul: 8; KLF5 inh: -22; Platelet DG rel: -1

What do the screens show for `CCN1CCN(CCNC(=O)c2ccc(/C=C3/Sc4ccccc4N(Cc4ccccc4C)C3=O)cc2)CC1`?
HSP90 refold inh: 3; IEC-6 tox: 30*; HIF activator: 0.3; HSF1 inhib: 5; HSF-1 act: 21; aSyn 5UTR inh: 26; AI-2 QS modul: 11; KLF5 inh: -71; Platelet DG rel: -2
